STAT3 act: increases IL-6 driven STAT3 reporter signal. activation (% of control), % at 5.6 µM. actives 0.91% (n = 190,000). U3A cells, IL-6 STAT3-luciferase reporter, luminescence; 100% = signal with IL-6 EC80 alone. AID 871;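 active means activation above the screen-wide mean of compound activation plus 3 SD, cut at about 130% in these data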;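 further: 0% = background luminescence of wells with medium and substrate only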
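Material: STAT1-lacking human U3A cells, STAT3 luciferase reporter | Benchmarks: IL-6-only wells as 100% reference | Probe or stimulus: IL-6 (33 ng/mL) | Timing: Compound 1 h, then IL-6 6 h at 37 °C | Detection: Luminescence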
RAM inhibit: blocks the yeast RAM network; S. cerevisiae dse1pr::URA3 reporter, 5-FOA growth OD615, 2 d; analog-sensitive cbk1-as2 kinase mutant strain; inhibition, % at 50 µM; actives 1.8% (n = 190,000); AID 868;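 active means inhibition above a set limit, 3 SD over mean compound inhibition, cut at about 8.4% in these data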;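 further: 0% = DMSO-only wells with no growth and 100% = 10 µM 1-NA-PP1 full growth; inhibition rescues growth on 5-FOA so higher OD means more RAM inhibition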
TLR4-MyD88 BLA: TLR4-MyD88 interaction inhibition in cells; O00206+Q99836; HeLa CL3-4 TLR4/MyD88 BLA complementation, FRET ratio; inhibition, % at 8.4 µM; actives 0.18% (n = 200,000); AID 861; in the data active means inhibition above about 25%;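 further: 0% = vehicle and 100% = reference inhibitor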
S1P3 antag: blocks the human S1P3 receptor; inhibition, % at 4.98 µM; AID 485; actives 0.27% (n = 170,000); CHO S1P3 NFAT-BLA reporter, FRET fluorescence, antagonist mode; Q99500;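 active means inhibition above the plate cutoff, the mean inhibition of test wells on that plate plus 3 SD, cut at about 28% in these data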;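 further: cells challenged with S1P at its EC80 of 0.8 µM; blue over green emission ratio from cleaved BLA substrate after 4 h stimulation; 0% = S1P-stimulated wells and 100% = unstimulated DMSO-only wells; some compounds past the cut are filed as inactive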
STAT3 blocker: reduces IL-6 driven STAT3 reporter signal. U3A cells, IL-6 STAT3-luciferase reporter, luminescence; host cell line lacks STAT1. inhibition, % at 5.5 µM. actives 0.89% (n = 190,000). AID 862;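 active means inhibition above the mean inhibition across all screened compounds plus 3 SD, cut at about 44% in these data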;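 further: 0% = DMSO only wells and 100% = 100 µM nifuroxazide control wells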
ROMK primary: modulators of human ROMK potassium channel; P48048; Tet-inducible ROMK, thallium flux fluorescence; actives lie on both sides; B-score at 10 µM; actives 2% (n = 130,000);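 active means signal ratio slope over the read window, or its plate-corrected B-score, at least 3 SD from the plate mean, either direction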;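 further: B-score of the F/F0 ratio slope over 7 to 12 s after thallium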
PPARg SRC2 recr: PPARgamma-driven SRC-2 recruitment agonism. P37231. PPARgamma LBD-SRC-2 recruitment, biochemical. activation, % at 8 µM. actives 0.34% (n = 200,000). AID 1032; in the data active means activation above about 22%;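 further: 0% = vehicle and 100% = reference agonist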
STAT1 inh: reduces IFN-gamma driven STAT1 reporter signal | AID 920 | actives 0.35% (n = 200,000) | NIH 3T3 STAT1-luciferase reporter, luminescence | inhibition, % at 5.5 µM;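 active means inhibition above a set limit, the mean inhibition across all tested compounds plus 3 SD, cut at about 34% in these data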;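 further: 0% = IFN-gamma with DMSO and 100% = IFN-gamma with 300 µM nifuroxazide; values of inactives mirror those of a sister screen read the other way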
PPARg SRC-3 ag: agonists of human PPARgamma SRC-3 coactivator recruitment | P37231 | biochemical PPARgamma/SRC-3 coactivator recruitment assay | activation, % at 8 µM | actives 0.26% (n = 200,000) | AID 731; in the data active means activation above about 23%;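 further: 0% = DMSO and 100% = reference agonist; some compounds past the cut are filed as inactive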
TR-FRET SRC-2 ct: TR-FRET artefact, counter-screen to PPARgamma/SRC-2 agonist assay | actives 0.4% (n = 200,000) | stronger effect = higher value | AID 1049 | TR-FRET ratio at 8 µM; in the data active means TR-FRET ratio above about 2000; further: inactives centre near 1500
PPARg SRC-1 ag: agonists of human PPARgamma SRC-1 coactivator recruitment; P37231; PPARgamma-SRC-1 coactivator recruitment biochemical assay; activation, % at 8 µM; actives 0.41% (n = 200,000); AID 631; in the data active means activation above about 19%;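 further: 0% = DMSO and 100% = reference agonist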
* = called active by the depositor; . = no result given.

SMILES	STAT3 act	RAM inhibit	TLR4-MyD88 BLA	S1P3 antag	STAT3 blocker	ROMK primary	PPARg SRC2 recr	STAT1 inh	PPARg SRC-3 ag	TR-FRET SRC-2 ct	PPARg SRC-1 ag
Cc1cc(=O)[nH]c(SCC(=O)N2CCCc3ccccc32)n1	99	1.2	9	.	4	0.62	1	4	0	1562	-1
CSc1nc(C)c(CCOCc2ccccc2)c(=O)[nH]1	91	-1.1	-15	.	17	.	0	7	3	1607	2
O=S(=O)(NCCn1cccc1)c1ccc2ccccc2c1	99	2.5	-9	-6	10	-0.68	1	2	2	1469	-10
NC(=O)N/N=C/c1ccc(N2CCOCC2)s1	112	1.6	-10	-2	-17	0.84	9	0	11	1836	10
C=C1CC2C3CC[C@@]4(OCOC45COCO5)[C@@]3(C)C(O)CC2[C@@]2(C)CCC(=O)C=C12 (some centres not stated)	101	0.8	-12	-16	-4	0.044	2	13	1	1600	7
CC1CCN(C(=O)c2cc(-c3ccccc3O)on2)CC1	94	1.5	-21	-30	12	.	0	-15	6	1526	2
c1ccc(CSc2ccc(-c3cccs3)nn2)cc1	92	2.5	-10	8	11	.	5	-72	7	1753	1
CCCCn1c(SCC(=O)NCc2ccco2)nc2c(sc3ccccc32)c1=O	98	1.6	-2	.	2	-0.46	5	0	8	1551	4
CCOC(=O)c1[nH]c2ccc(C)cc2c1NC(=O)CN1CCCCC1	101	2.8	22	16	3	.	-3	-3	-2	1280	-12
COc1cccc(OC)c1OCC(C)CNCC1CCCO1 (configuration not stated)	90	0.0	13	.	17	-0.91	5	4	-3	1607	5
COc1cc(SC)ccc1C(=O)Nc1ncc(Cl)cc1Cl	88	3.5	7	-22	19	0.63	14	-55	11	1685	9
Cc1cc(=O)n2c3ccccc3n(CC(O)CN3CCCCC3)c2c1C#N (configuration not stated)	101	-0.1	6	.	4	-0.11	7	2	4	1537	7
C=CCNC(=S)NNC(=O)c1cc(C)nc2ccccc12	94	3.4	-2	4	8	0	1	5	3	1588	8
CC1CC(C)CN(C(=O)CCc2ccccc2)C1 (configuration not stated)	95	-0.1	-1	3	12	-0.52	3	-18	-2	1527	1
CC(=O)/C(=N/Nc1ccccc1)Sc1nnc(C(O)c2ccccc2)n1-c1ccccc1 (configuration not stated)	105	1.1	1	-5	-3	.	5	1	-5	1383	2
CC(=O)Oc1ccc(C2OC(=O)c3ccccc3N2C(C)=O)cc1 (configuration not stated)	91	0.1	2	.	11	-1.5	4	7	-3	1602	0
O=C(NC1CCCC1)C(c1ccsc1)N(C(=O)Cc1cccs1)c1cccc(F)c1 (configuration not stated)	108	2.7	5	.	2	.	3	-3	1	1740	-3
Fc1ccc(-c2csc3ncnc(Nc4ccc(N5CCOCC5)cc4)c23)cc1	103	0.6	-4	.	-4	.	-9	1	-4	1387	-6
Cc1cccc(-n2nc([N+](=O)[O-])c(N3CCN(C(=O)c4ccco4)CC3)[n+]2[O-])c1	97	1.3	-4	-22	7	0.48	4	19	2	1552	-5
COCc1nnc(NC(=O)CS(=O)(=O)Cc2ccccc2)s1	99	1.5	-6	5	2	0.5	3	1	-15	1623	3
O/N=C/c1ccccc1Oc1ccccc1	116	1.0	0	.	-13	.	-3	-3	-1	1538	-5
Cc1[nH]c2ccccc2c1C(=O)/C=C\c1ccccc1Cl	108	5.2	-4	-15	-11	.	2	-23	1	1474	-3
COc1ccc(N2CCN(C3CC(=O)N(Cc4ccc(N5CCCC5=O)cc4)C3=O)CC2)cc1 (configuration not stated)	93	1.3	-5	.	13	0.43	5	8	-9	1799	14
CSc1ccccc1NC(=O)c1ccccc1N(C)S(C)(=O)=O	105	1.6	2	-14	-3	.	-1	3	-3	1398	2
Cc1ccc(OCC(=O)N2CC3(C)CC2CC(C)(C)C3)cc1 (configuration not stated)	100	2.9	0	.	4	.	2	-6	0	1442	1
CNC(=O)c1ccc(-c2ccccc2)s1	88	1.2	9	.	18	.	11	-12	15	1581	-2
Cn1c(SCC(=O)N2CCc3ccccc32)nc2cccnc21	81	1.6	-6	8	24	-0.25	8	9	12	1540	10
CCCOc1cc(C)c(Cl)cc1S(=O)(=O)N(CC)CC	100	2.1	-10	.	2	-0.036	0	8	6	1439	3
CC(C)Oc1ccc(C2C(C(=O)c3ccco3)=C(O)C(=O)N2Cc2cccnc2)cc1 (configuration not stated)	99	0.6	9	-27	7	.	9	-9	4	1761	14
COc1cc(OC)c(C(=O)N2CCCC2)cc1OC	98	-0.4	8	4	9	1	-3	3	0	1400	4
C=CCN=C(NC#N)SCc1ccccc1	101	0.9	1	.	1	.	9	-6	-3	1608	4
CCN1C(=O)CC(c2ccco2)Sc2ccccc21 (configuration not stated)	93	0.7	-11	-18	14	.	-2	0	-4	1366	-5
Cc1nc(SCC(=O)O)c(C#N)c(C)c1CC(=O)c1ccccc1	104	6.0	-5	-6	0	-0.071	3	10	2	1612	2
CCn1c(SCC(=O)N2CCN(c3ccccc3)CC2)nnc1-c1c[nH]c2ccccc12	64	1.3	-17	.	51*	.	-1	12	3	1529	11
Cc1cc(=O)oc2cc(OCC(=O)OCC(=O)NCCc3ccccc3)ccc12	97	9.2*	7	-7	11	-0.84	0	-7	1	1717	1
N#Cc1ccc(-c2ccc(OCC(=O)NCC(=O)Nc3ccc(F)c(F)c3F)cc2)cc1	101	2.7	-10	1	-1	.	13	5	2	1699	-6
O=C(CC1NCCNC1=O)Nc1ccc2c(c1)OCCO2 (configuration not stated)	99	1.7	1	.	8	-1.1	0	2	-2	1471	-1
Cn1[nH]c(C(F)(F)F)cc1=O	103	0.8	-8	-19	-2	1.4	4	-2	4	1710	2
Cc1nc2ccc(C(=O)c3ccccc3)cc2[nH]1	98	0.2	-9	23	6	.	6	-10	7	1489	6
CC(=O)c1ccc(N2CCC(C)CC2)c(F)c1	98	-0.9	10	5	10	-0.43	4	-12	-4	1510	-1
Cc1ccc(C(=O)NCCCNc2ccc(C(F)(F)F)cc2[N+](=O)[O-])cc1	97	7.0	-28	0	1	0.25	2	-5	3	1775	3
COc1ccc(/C=N/N=C2/NC(=O)C(CC(=O)O)S2)cc1OS(=O)(=O)c1ccccc1 (configuration not stated)	93	4.3	-2	-17	13	-0.012	8	3	2	1595	-2
CCOC(=O)N1CCN(C(=O)CCS(=O)(=O)c2ccc(Br)s2)CC1	100	4.6	4	2	4	.	11	7	12	1637	14
O=C(N/N=C/c1cccs1)c1cccc(NC(=O)c2ccc(Cl)cc2)c1	102	4.5	-16	11	1	-0.49	2	2	-3	1498	0
CC1Cc2ccccc2N1S(=O)(=O)c1c(N)n(C)c(=O)n(C)c1=O (configuration not stated)	106	-1.3	1	-16	-4	.	12	1	11	1578	9
COCCNC(=O)C1=NOC(Cn2cc(C#N)c(=O)n(C)c2=O)C1 (configuration not stated)	102	1.3	15	-5	2	0.89	-1	0	0	1771	1
COC(=O)CN1C(=O)Nc2ccc(C)cc2C1c1ccccc1 (configuration not stated)	101	2.5	-4	-12	2	-0.2	-3	4	0	1261	-2
O=C(CCCC(=O)OCC(Cl)=C(Cl)Cl)Nc1ccccc1F	102	-1.4	-12	-14	3	.	-1	-6	3	1440	6
CCOc1ccc(C(=O)Nc2cccc3nsnc23)cc1[N+](=O)[O-]	87	3.4	-4	-8	18	-0.19	5	-6	3	1584	-8
Cc1c(C(=O)Nc2ccc(-c3nnc4n3CCCCC4)cc2)oc2ccc(Br)cc12	82	1.3	2	-3	25	-0.43	1	-3	5	1828	6
O=C(COC(=O)c1cc(Br)ccc1O)Nc1cc(S(=O)(=O)N2CCCC2)ccc1Cl	109	2.8	-7	4	0	-0.58	-3	-3	2	1710	0
Nc1nc(CN2CCN(Cc3ccccc3)CC2)nc(N2CCCc3ccccc32)n1	111	0.9	21	-4	-8	-0.18	1	5	-5	1367	-1
CC(C)(C)n1ncc2c(=O)n(CC(=O)NCc3ccccc3Cl)cnc21	101	0.9	-13	-27	2	0.94	-2	-50	-4	1575	7
CCOC(=O)C1(O)CC(C)=NN1C(=O)c1cccc(Br)c1 (configuration not stated)	101	0.3	0	-11	4	-0.086	-1	-2	2	1645	8

Taken from the listing (eleven entries):
SMILES	STAT3 act	RAM inhibit	TLR4-MyD88 BLA	S1P3 antag	STAT3 blocker	ROMK primary	PPARg SRC2 recr	STAT1 inh	PPARg SRC-3 ag	TR-FRET SRC-2 ct	PPARg SRC-1 ag
Cc1cc(=O)[nH]c(SCC(=O)N2CCCc3ccccc32)n1	99	1.2	9	.	4	0.62	1	4	0	1562	-1
CSc1nc(C)c(CCOCc2ccccc2)c(=O)[nH]1	91	-1.1	-15	.	17	.	0	7	3	1607	2
O=S(=O)(NCCn1cccc1)c1ccc2ccccc2c1	99	2.5	-9	-6	10	-0.68	1	2	2	1469	-10
NC(=O)N/N=C/c1ccc(N2CCOCC2)s1	112	1.6	-10	-2	-17	0.84	9	0	11	1836	10
C=C1CC2C3CC[C@@]4(OCOC45COCO5)[C@@]3(C)C(O)CC2[C@@]2(C)CCC(=O)C=C12 (some centres not stated)	101	0.8	-12	-16	-4	0.044	2	13	1	1600	7
CC1CCN(C(=O)c2cc(-c3ccccc3O)on2)CC1	94	1.5	-21	-30	12	.	0	-15	6	1526	2
c1ccc(CSc2ccc(-c3cccs3)nn2)cc1	92	2.5	-10	8	11	.	5	-72	7	1753	1
CCCCn1c(SCC(=O)NCc2ccco2)nc2c(sc3ccccc32)c1=O	98	1.6	-2	.	2	-0.46	5	0	8	1551	4
CCOC(=O)c1[nH]c2ccc(C)cc2c1NC(=O)CN1CCCCC1	101	2.8	22	16	3	.	-3	-3	-2	1280	-12
COc1cccc(OC)c1OCC(C)CNCC1CCCO1 (configuration not stated)	90	0.0	13	.	17	-0.91	5	4	-3	1607	5
COc1cc(SC)ccc1C(=O)Nc1ncc(Cl)cc1Cl	88	3.5	7	-22	19	0.63	14	-55	11	1685	9

Bioassay records from PubChem.
